APP transl inh = APP translation inhibition | SH-SY5Y APP 5'UTR-luciferase reporter, luminescence | inhibition, % at 2 µM | 0.82% of 190,000 active | AID 1285;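 active = inhibition above a set limit, derived from the sample mean plus 3 SD, cut at about 45% in these data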; note: values of inactives mirror those of a sister screen read the other way
STAT1 blocker = reduces IFN-gamma driven STAT1 reporter signal; NIH 3T3 STAT1-luciferase reporter, luminescence; inhibition, % at 5.5 µM; 0.35% of 200,000 active; AID 920;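 active = inhibition above a set limit, the mean inhibition across all tested compounds plus 3 SD, cut at about 34% in these data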;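 note: 0% = IFN-gamma with DMSO and 100% = IFN-gamma with 300 µM nifuroxazide; values of inactives mirror those of a sister screen read the other way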
TLR4 MyD88 comp = TLR4-MyD88 interaction inhibition in cells; HeLa CL3-4 TLR4/MyD88 BLA complementation, FRET ratio; inhibition, % at 8.4 µM; 0.18% of 200,000 active; AID 861; in the data active = inhibition above about 25%;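 note: 0% = vehicle and 100% = reference inhibitor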
Target sequence (O00206 whole entry, looked up): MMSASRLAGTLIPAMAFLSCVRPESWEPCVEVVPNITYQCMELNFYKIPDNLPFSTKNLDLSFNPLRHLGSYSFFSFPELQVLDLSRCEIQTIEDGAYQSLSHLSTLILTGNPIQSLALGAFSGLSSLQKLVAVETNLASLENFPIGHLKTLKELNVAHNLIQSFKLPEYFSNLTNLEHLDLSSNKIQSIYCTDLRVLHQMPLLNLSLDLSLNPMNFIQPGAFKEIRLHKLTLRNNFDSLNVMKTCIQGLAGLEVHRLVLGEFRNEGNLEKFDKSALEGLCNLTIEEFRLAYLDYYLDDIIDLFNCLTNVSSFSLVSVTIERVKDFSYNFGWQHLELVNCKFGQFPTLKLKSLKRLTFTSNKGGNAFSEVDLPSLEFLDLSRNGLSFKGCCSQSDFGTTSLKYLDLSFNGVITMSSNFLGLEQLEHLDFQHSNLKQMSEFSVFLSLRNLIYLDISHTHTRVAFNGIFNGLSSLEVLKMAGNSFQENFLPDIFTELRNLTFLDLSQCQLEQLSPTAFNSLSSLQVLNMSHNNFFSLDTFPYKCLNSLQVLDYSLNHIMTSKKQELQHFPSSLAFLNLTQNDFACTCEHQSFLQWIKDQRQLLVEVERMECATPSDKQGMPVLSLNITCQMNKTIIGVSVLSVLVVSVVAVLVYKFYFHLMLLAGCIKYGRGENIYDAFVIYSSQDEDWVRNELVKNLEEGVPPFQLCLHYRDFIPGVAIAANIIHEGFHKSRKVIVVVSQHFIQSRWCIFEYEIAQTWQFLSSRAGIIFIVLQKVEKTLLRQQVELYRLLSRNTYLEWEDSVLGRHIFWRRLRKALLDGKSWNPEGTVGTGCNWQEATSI
Target sequence (Q99836 whole entry, looked up): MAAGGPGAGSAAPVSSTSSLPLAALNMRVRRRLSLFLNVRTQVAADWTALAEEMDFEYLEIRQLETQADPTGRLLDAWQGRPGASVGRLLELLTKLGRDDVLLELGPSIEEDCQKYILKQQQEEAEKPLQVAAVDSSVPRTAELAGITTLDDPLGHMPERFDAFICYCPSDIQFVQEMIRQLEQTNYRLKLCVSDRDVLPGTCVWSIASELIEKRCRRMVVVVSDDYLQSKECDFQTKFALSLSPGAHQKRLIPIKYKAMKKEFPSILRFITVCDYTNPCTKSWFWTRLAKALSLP
STAT3 act = STAT3 signaling activation | U3A cells, IL-6 STAT3-luciferase reporter, luminescence; 100% = signal with IL-6 EC80 alone | activation (% of control), % at 5.6 µM | 0.91% of 190,000 active | AID 871;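 active = activation above the screen-wide mean of compound activation plus 3 SD, cut at about 130% in these data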;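 note: 0% = background luminescence of wells with medium and substrate only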
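Material: human U3A cells carrying STAT3-luciferase construct. Measured by: reporter luminescence signal. Timing: compound 1 h, then IL-6 6 h at 37 °C.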
STAT1 act = increases IFN-gamma driven STAT1 reporter signal; NIH 3T3 STAT1-luciferase reporter, luminescence; 100% = IFN-gamma alone, no compound; activation (% of control), % at 5.5 µM; 2.6% of 200,000 active;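 active = activation above the screen-wide mean activation plus 3 SD, cut at about 130% in these data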;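 note: raw ratio to IFN-gamma control signal so 100% means no change and 0% no light; values of inactives mirror those of a sister screen read the other way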
Diaph inh CS = counter-screen for diaphorase-based assays: diaphorase inhibitors and chemical oxidizers; diaphorase resazurin-to-resorufin fluorescence, NADH, 16 min; bacterial (C. kluyveri) enzyme, not human; inhibition, % at 20 µM; 0.69% of 190,000 active;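 active = primary screen inhibition at 20 µM above a set limit, cut at about 50% in these data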;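 note: plate controls were DMSO with full reaction for no effect and wells lacking NADH for full effect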
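System: Bacterial diaphorase enzyme (C. kluyveri) | Incubation: 16-min room-temperature incubation before reading | Benchmarks: No-NADH positive control and DMSO neutral control | Measured by: Resorufin fluorescence 544/590 nm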
G6PDH counter = inhibits Leuconostoc G6PDH, flagging false hits in G6PDH-based assays | Purified L. mesenteroides G6PDH, diaphorase/resazurin coupled fluorescence, 45 min | 0.12% of 200,000 active | inhibition, % at 5 µM; in the data active = inhibition above about 50%
Hsp70 activator = switches on Hsp70 transcription; 0.04% of 200,000 active; AID 1203; activation, % at 10 µM; HeLa Hsp70 promoter luciferase reporter, luminescence; scaled: vehicle 0, proteasome-inhibitor control 100%;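 active = activation above the mean across all tested compounds plus 3 SD, cutoff set per campaign, cut at about 5.5% in these data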;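 note: 100% = MG132 at 30 µM as the positive control and 0% = DMSO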
Diaph act CS = diaphorase activation or chemical reduction counter-screen; Diaphorase/resazurin coupled assay, resorufin fluorescence, 16 min; active compounds read high; 1 = vehicle wells, 0 = NADH-free wells; activation factor at 20 µM; 0.005% of 190,000 active;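 active = diaphorase activity raised at least twofold by the compound at 20 µM; inactive = activation factor below 2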
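test system = bacterial diaphorase enzyme (C. kluyveri) | quantity = enzyme 0.07 U/mL final | reagent = NADH substrate 0.114 mM plus resazurin dye 0.1 mM, final | incubation = 16 min enzyme reaction, ambient temperature | buffer or medium = HEPES pH 7.4 buffer with MgCl2 and Tween 20 | signal = fluorescence of resorufin, 544 nm excitation, 590 nm emission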
STAT3 inh = inhibitors of IL-6 induced STAT3 signaling; U3A cells, IL-6 STAT3-luciferase reporter, luminescence; host cell line lacks STAT1; inhibition, % at 5.5 µM; 0.89% of 190,000 active;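 active = inhibition above the mean inhibition across all screened compounds plus 3 SD, cut at about 44% in these data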;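 note: 0% = DMSO only wells and 100% = 100 µM nifuroxazide control wells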
* marks the source's active call; other numbers are inactive results; / = not tested or not shown.

Start of the listing, in advance, 15 compounds:
No.	smiles	APP transl inh	STAT1 blocker	TLR4 MyD88 comp	STAT3 act	STAT1 act	Diaph inh CS	G6PDH counter	Hsp70 activator	Diaph act CS	STAT3 inh
1	COc1cc(C2Nc3ccccc3C(=O)N2c2ccccc2)c(Br)cc1OCC(=O)O (configuration not stated)	11	-2	-3	104	101	-10	-3	-0.4	1.1	-3
2	N#Cc1c(/N=C/c2ccccc2)oc(-c2ccccc2)c1-c1ccccc1	1	-2	5	99	101	20	0	-0.5	0.8	2
3	COc1cc(NC(=O)CSc2nncn2C)c(C)cc1[N+](=O)[O-]	2	-12	5	106	112	5	1	-0.2	0.9	-2
4	COC(=O)C1CC(c2c(OC)cc(OC)cc2OC)=NO1 (configuration not stated)	-1	-4	-17	106	104	12	6	0.1	0.9	-4
5	CCOc1ccc(-n2c(C)cc(C(=O)NS(=O)(=O)c3ccc(C)cc3)c2C)cc1	-5	2	-1	86	98	16	-14	-0.4	0.8	12
6	COc1ccc(-c2cc(-c3ccccc3)c(C#N)c(S(C)(=O)=O)n2)cc1	-10	-7	3	100	107	7	7	-0.4	0.9	2
7	COc1cc2c(cc1NC(=O)COC(=O)C1CC(=O)N(Cc3ccco3)C1)oc1ccccc12 (configuration not stated)	-13	-18	7	109	116	3	16	-0.1	1	-5
8	CCOC(=O)c1oc2ccccc2c1NC(=O)c1ccc(Cl)s1	7	-3	-4	94	103	13	-42	-0.5	0.9	16
9	CCN1c2ccccc2-c2nc3ccccc3n2C1c1cccnc1 (configuration not stated)	-6	-3	4	98	103	9	-2	-0.3	0.9	8
10	O=C(c1ccncc1)c1nccn1-c1ccccn1	4	12	-19	96	89	16	-4	-0.5	0.8	12
11	O=S(=O)(Nc1cccc(-c2cn3cccnc3n2)c1)c1ccc(F)cc1	6	-10	-2	92	109	5	6	-0.4	0.9	9
12	CCC1=NN(C(=O)Cc2ccc([N+](=O)[O-])cc2)C(O)(c2ccc(Br)cc2)C1 (configuration not stated)	-1	5	4	109	96	3	1	-0.4	1	-6
13	CCN(CC)Cc1oc(CO)cc(=O)c1O	13	-4	-15	94	102	12	10	-0.2	0.9	10
14	CCO[C@H]1OC(C(=O)N2CCN(Cc3ccc4c(c3)OCO4)CC2)=C[C@@H](c2ccc3c(c2)OCO3)[C@@H]1CCCO	2	8	-11	/	94	15	16	-0.3	0.8	/
15	CCCCCCCCN1C(=O)N(C)C(N(O)C(=O)NC)C1(C)C (configuration not stated)	-4	-7	6	105	107	13	5	-0.1	0.9	-1

The listing, from the first entry:
No.	smiles	APP transl inh	STAT1 blocker	TLR4 MyD88 comp	STAT3 act	STAT1 act	Diaph inh CS	G6PDH counter	Hsp70 activator	Diaph act CS	STAT3 inh
1	COc1cc(C2Nc3ccccc3C(=O)N2c2ccccc2)c(Br)cc1OCC(=O)O (configuration not stated)	11	-2	-3	104	101	-10	-3	-0.4	1.1	-3
2	N#Cc1c(/N=C/c2ccccc2)oc(-c2ccccc2)c1-c1ccccc1	1	-2	5	99	101	20	0	-0.5	0.8	2
3	COc1cc(NC(=O)CSc2nncn2C)c(C)cc1[N+](=O)[O-]	2	-12	5	106	112	5	1	-0.2	0.9	-2
4	COC(=O)C1CC(c2c(OC)cc(OC)cc2OC)=NO1 (configuration not stated)	-1	-4	-17	106	104	12	6	0.1	0.9	-4
5	CCOc1ccc(-n2c(C)cc(C(=O)NS(=O)(=O)c3ccc(C)cc3)c2C)cc1	-5	2	-1	86	98	16	-14	-0.4	0.8	12
6	COc1ccc(-c2cc(-c3ccccc3)c(C#N)c(S(C)(=O)=O)n2)cc1	-10	-7	3	100	107	7	7	-0.4	0.9	2
7	COc1cc2c(cc1NC(=O)COC(=O)C1CC(=O)N(Cc3ccco3)C1)oc1ccccc12 (configuration not stated)	-13	-18	7	109	116	3	16	-0.1	1	-5
8	CCOC(=O)c1oc2ccccc2c1NC(=O)c1ccc(Cl)s1	7	-3	-4	94	103	13	-42	-0.5	0.9	16
9	CCN1c2ccccc2-c2nc3ccccc3n2C1c1cccnc1 (configuration not stated)	-6	-3	4	98	103	9	-2	-0.3	0.9	8
10	O=C(c1ccncc1)c1nccn1-c1ccccn1	4	12	-19	96	89	16	-4	-0.5	0.8	12
11	O=S(=O)(Nc1cccc(-c2cn3cccnc3n2)c1)c1ccc(F)cc1	6	-10	-2	92	109	5	6	-0.4	0.9	9
12	CCC1=NN(C(=O)Cc2ccc([N+](=O)[O-])cc2)C(O)(c2ccc(Br)cc2)C1 (configuration not stated)	-1	5	4	109	96	3	1	-0.4	1	-6
13	CCN(CC)Cc1oc(CO)cc(=O)c1O	13	-4	-15	94	102	12	10	-0.2	0.9	10
14	CCO[C@H]1OC(C(=O)N2CCN(Cc3ccc4c(c3)OCO4)CC2)=C[C@@H](c2ccc3c(c2)OCO3)[C@@H]1CCCO	2	8	-11	/	94	15	16	-0.3	0.8	/
15	CCCCCCCCN1C(=O)N(C)C(N(O)C(=O)NC)C1(C)C (configuration not stated)	-4	-7	6	105	107	13	5	-0.1	0.9	-1
16	CC(C)(C)SCCNS(=O)(=O)c1ccc(Cl)cc1	-9	12	8	106	88	19	14	0.1	0.8	1
17	O=C(N/N=C/c1ccco1)C1COc2ccccc2O1 (configuration not stated)	7	3	-1	98	97	6	-6	-0.5	0.9	-3
18	CC(OC(=O)Cc1coc2cc3c(cc12)CCC3)C(=O)NCc1ccc2c(c1)OCO2 (configuration not stated)	3	12	9	97	90	20	-10	-0.3	0.8	4
19	O=C(OC1CCN(c2ncc(C(F)(F)F)cc2Cl)CC1)c1ccc(Cl)cc1	/	-2	-3	104	102	16	0	-0.5	0.8	2
20	O=c1c2[nH]c3ccccc3c2ncn1C1CCCCC1	-40	-19	-4	98	117	1	2	0.1	1	7
21	Cn1c(C2CC(=O)N(Cc3ccccc3)C2)nc2ccccc21 (configuration not stated)	-4	6	-18	94	95	17	-14	-0.2	0.8	15
22	Nc1ncnc2nc(N3CCN(C(=O)c4ccccc4)CC3)[nH]c12	-14	-1	2	99	101	10	-2	-0.5	0.9	10
23	CCOC(=O)c1ccc(NC(=O)c2ccccc2)cc1	-82	-19	5	89	117	12	4	0.4	0.9	19
24	N#C/C(=C\c1cc([N+](=O)[O-])ccc1Cl)C(N)=O	20	10	7	101	90	5	-5	0.0	0.9	5
25	Cc1nn(Cc2c(F)cccc2Cl)c(C)c1[N+](=O)[O-]	-9	6	-9	91	93	23	1	0.4	0.8	16
26	O=C(c1cc2ccccc2o1)N(C1CC1)C1(C(=O)Nc2ccccc2)CCCC1	13	7	6	100	92	14	4	0.2	0.9	8
27	O=C(CN1C(=O)C2CC=CCC2C1=O)Nc1nc2ccccc2s1 (configuration not stated)	-15	-32	-14	106	127	-8	8	-0.1	1.1	4
28	Cn1c(=O)[nH]c(=O)c2cc(C(=O)c3cc(F)ccc3O)cnc21	-12	8	0	96	92	24	3	0.2	0.8	7
29	CCCCN(C(=O)NC(=O)C1=C(N2CCOCC2)/C(=C/c2ccccc2)CC1)S(C)(=O)=O	-22	-5	8	103	103	19	0	-0.2	0.8	0
30	CCOc1ccc(S(=O)(=O)Nc2cc(Sc3ncn[nH]3)c3oc(=O)sc3c2)cc1	-10	7	3	102	94	17	1	-0.1	0.8	-2
31	CC(=O)Nc1ccc(S(=O)(=O)N(C)CCOCc2ccccc2)cc1	2	4	3	97	97	0	10	-0.2	1	10
32	FC(F)(F)c1cccc(Cc2noc(CN3CCCC(OCc4ccccn4)C3)n2)c1 (configuration not stated)	1	8	4	96	91	-1	2	-0.4	1	9
33	CC(C)(C)n1ncc2c(=O)n(CC(=O)Nc3ccc4c(c3)OCO4)cnc21	-6	-2	5	100	102	5	3	-0.1	0.9	10
34	O=C(N/N=C\c1cccnc1)c1cc(-c2ccc(Cl)s2)[nH]n1	-2	-2	-19	90	104	-8	1	-0.2	1.1	16
35	Cc1nc2ccccn2c1/C(O)=C1\C(=O)C(=O)N(CCCn2ccnc2)C1c1ccncc1 (configuration not stated)	-5	-3	1	104	103	11	6	-0.4	0.9	-2
36	CC(=O)c1cccc2c(O)c(C3=Nc4ccccc4C3=O)[nH]c12	-105	-5	1	138*	105	48	38	0.3	0.5	-42
37	COC(=O)c1cc(-c2cccs2)[nH]n1	-12	-5	-11	90	104	-19	8	-0.2	1.2	15
38	CCOC(=O)CCCNS(=O)(=O)c1c(C)ccc2nsnc12	7	7	-7	101	93	2	4	0.1	1	0
39	O=[N+]([O-])/C(C(Cl)=C(Cl)Cl)=C(\Nc1ccc(F)cc1)n1cncn1	-3	3	2	112	98	23	5	-0.4	0.8	-8
40	Cc1cc(C)n(-c2nc(Nc3ccccc3C)nc(-n3nc(C)cc3C)n2)n1	-11	4	-16	93	96	23	30	0.1	0.8	12
41	Cc1ccc(OC(=O)c2oc3ccc(F)cc3c2C)c(C)c1	-1	6	0	159*	95	17	3	0.3	0.8	-67
42	CS(=O)(=O)N1CCC(C(=O)Nc2cc(Cl)ccc2Cl)CC1	11	13	-1	90	86	12	7	0.1	0.9	14
43	O=c1c2cnn(-c3ccc(F)cc3)c2ncn1Cc1ccccc1	4	1	9	92	101	-12	8	-0.6	1.1	14
44	Cc1cc(C(=O)CSc2nnc(-c3ccccc3)n2Cc2ccc3c(c2)OCO3)c(C)n1C	-8	-5	-2	103	105	16	3	-0.3	0.8	-1
45	COc1cc2c(cc1[N+](=O)[O-])n(C(C)C)c(=O)n2C(C)C	-9	7	-17	114	94	4	8	-0.1	1	-7
46	O=C(Nc1cccc2ccccc12)/C(=C\c1cccc([N+](=O)[O-])c1)NC(=O)c1cccs1	0	1	1	104	99	5	7	-0.4	1	-1
47	CCCCNC(=O)n1c(=O)oc2ccc(Cl)cc21	6	1	20	105	99	0	-1	-0.4	1	-1
48	CCNc1cc(N2CCCC2)ccc1[N+](=O)[O-]	-3	6	-8	95	94	20	6	-0.3	0.8	9
49	COc1ccc(N(C(C)C(=O)NCc2ccco2)S(C)(=O)=O)cc1 (configuration not stated)	0	-4	3	107	104	10	-4	-0.1	0.9	-5
50	O=C(NC1CSC/C1=N\O)c1ccccc1 (configuration not stated)	-17	-7	-2	98	107	3	0	0.1	1	7
51	Cc1cc(C(=O)N/N=C/c2cccc(Cl)c2Cl)no1	-35	-30	2	93	128	12	0	0.2	0.9	8
52	COc1cc(C)ccc1OCCOc1cc(C)ccc1Cl	-15	-3	-16	105	103	4	0	-0.3	1	0

Compound activity deposited in PubChem BioAssay by several laboratories.
